Nrf2 block: blocks Nrf2 signaling | A549 ARE-Fluc reporter, luciferase luminescence, 18-24 h | Potency, µM (doses to about 46 µM), inactives show at the highest dose activity change, negative = inhibition, actives largely listed as inhibitors | 360,000 tested, 2.1% active | AID 504444; further: potency means the concentration at half of the fitted maximal effect; on the % scale 0 is the no-effect control and ±100 the full control effect; nearly all actives have a fitted effect of over 60% in size
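Quantitative HTS in A549 cells stably bearing an antioxidant response element-firefly luciferase construct. Inhibition of Nrf2-driven transcription was scored by luminescence after 18-24 h of compound exposure at 37 °C.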
TGFb SMAD3 inh: blocks TGF-b signaling. HepG2 CAGA-GFP TGF-b/SMAD3 reporter, GFP fluorescence, 18 h; TGF-beta stimulated, 500 pg/mL final. 410,000 tested, 1.2% active. Potency, µM (highest dose often 46.1 µM), for the others: top-dose activity, negative = inhibition, most hits filed as inhibitors. AID 588855; further: potency means the concentration at half of the fitted maximal effect; on the % scale 0 is the no-effect control and ±100 the full control effect; nearly all actives have a fitted effect of over 65% in size
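GFP signal (ex488/em500-530) from TGF-beta-stimulated HEPG2 CAGA-GFP cells, 500 pg/mL final, 18 h at 37 degrees C in DMEM plus 1% FBS, normalized to unstimulated and DMSO-stimulated controls.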
ATXN viability: viability counter-screen for ATXN expression inhibitors | AID 651635 | 400,000 tested, 0.49% active | S2 cells (HEK-293 line with an ATXN2-luciferase reporter) viability, CellTiter-Fluor protease fluorescence, 24 h | Potency, µM (series often up to 56.7 µM), actives largely listed as cytotoxic; further: potency means the concentration at half of the fitted maximal effect; nearly all actives have a fitted effect of over 40% in size
Nrf2 ARE act: Nrf2 pathway activation. AREc32 ARE-luciferase reporter (MCF7-derived line), luminescence, 24 h. Potency, µM (top dose mostly 46.1 µM), inactives show at the highest dose activation, usual class: activators. 410,000 tested, 0.31% active; further: potency means the concentration at half of the fitted maximal effect; % of control where 0% means no effect; nearly all actives have a fitted effect of over 65% in size
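ARE-driven firefly luciferase activity in AREc32 cells measured after a 24 hr compound exposure at 37 deg C, using Steady-Glo reagent and a 30 min room-temperature hold.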
EPAC2 ag: EPAC2 (human) agonism | Q8WZA2 | EPAC2 activation, biochemical qHTS; response scale: 100% = 6.5 mM cAMP response | Potency, µM (series often up to 154 µM), for the others: at the highest dose activation, actives largely listed as activators | 360,000 tested, 0.079% active; further: potency means the concentration at half of the fitted maximal effect; nearly all actives have a fitted effect of over 50% in size
Target sequence (Q8WZA2 whole entry, looked up): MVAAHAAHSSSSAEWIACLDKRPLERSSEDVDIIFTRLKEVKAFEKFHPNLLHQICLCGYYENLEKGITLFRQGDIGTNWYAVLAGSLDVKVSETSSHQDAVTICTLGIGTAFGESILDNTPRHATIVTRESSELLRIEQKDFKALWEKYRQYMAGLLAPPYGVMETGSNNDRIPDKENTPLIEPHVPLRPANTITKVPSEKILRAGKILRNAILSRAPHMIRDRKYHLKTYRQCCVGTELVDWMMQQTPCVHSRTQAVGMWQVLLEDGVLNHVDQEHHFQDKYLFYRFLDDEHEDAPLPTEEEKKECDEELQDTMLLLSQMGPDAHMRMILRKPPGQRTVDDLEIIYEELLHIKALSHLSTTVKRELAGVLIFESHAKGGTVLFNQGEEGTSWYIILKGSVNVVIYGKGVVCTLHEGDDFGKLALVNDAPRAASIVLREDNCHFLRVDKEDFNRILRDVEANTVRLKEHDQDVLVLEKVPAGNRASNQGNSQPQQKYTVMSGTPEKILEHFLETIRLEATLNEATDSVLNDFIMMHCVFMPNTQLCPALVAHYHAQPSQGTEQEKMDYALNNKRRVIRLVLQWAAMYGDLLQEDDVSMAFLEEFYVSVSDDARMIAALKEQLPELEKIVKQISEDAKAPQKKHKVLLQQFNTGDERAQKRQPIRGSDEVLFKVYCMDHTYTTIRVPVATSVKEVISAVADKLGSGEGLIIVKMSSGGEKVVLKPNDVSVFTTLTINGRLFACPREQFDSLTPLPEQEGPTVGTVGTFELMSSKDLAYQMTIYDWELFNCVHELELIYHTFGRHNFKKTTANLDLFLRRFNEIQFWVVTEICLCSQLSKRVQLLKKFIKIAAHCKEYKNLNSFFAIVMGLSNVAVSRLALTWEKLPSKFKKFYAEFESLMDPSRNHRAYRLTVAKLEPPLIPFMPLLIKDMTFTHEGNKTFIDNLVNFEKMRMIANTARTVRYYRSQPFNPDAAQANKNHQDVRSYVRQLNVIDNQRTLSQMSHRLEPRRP
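Fluorescence exchange assay: 100 nM EPAC2 with 250 nM RAP1B-BODIPY-GDP and 50 uM GDP; compounds tested as a concentration-titration series (qHTS). Loss of Rap1-bound BODIPY-GDP fluorescence read at 480/540 nm; data normalized to 6.5 mM cAMP.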
HepG2 tox: HepG2 cytotoxicity, counter-screen for TGF-b inhibitors. 410,000 tested, 0.76% active. Potency, µM (top dose mostly 46.1 µM), for inactives: top-dose activity change, negative = cytotoxicity, hits mostly cytotoxic. HepG2 CAGA-GFP viability, ATP luminescence, 18 h. AID 588856; further: potency means the concentration at half of the fitted maximal effect; some results filed as inactive show a strong effect at the top dose
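HepG2 CAGA-GFP cells (1000/well, DMEM with 1% FBS) received compound, then TGF-beta at 500 pg/mL final, and were incubated 18 hours at 37 degrees C. Viability was read by CellTiter-Glo luminescence. Media-only wells were set as complete cell-killing and DMSO as no toxicity.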
IL-2 act: IL-2 activation. activation, % (series mostly up to about 46 µM). IL-2 activation reporter assay, cell-based qHTS; stimulated with anti-CD3/CD4/CD28 beads; in transgenic mouse T cells. AID 652025. 360,000 tested, 0.065% active; in the data active means activation above about 50%; inconclusive means mostly about 30% to 49%; further: 0% is about no effect
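Screening format: compound pinned onto unstimulated transgenic mouse T cells, 60 min incubation, then anti-CD3/anti-CD4/anti-CD28 bead stimulation for 18 hours at 37 degrees C, followed by EGFP and DsRed detection.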
ATXN2 expr inh: ATXN2 expression inhibition; HEK-293 ATXN2-luciferase reporter, luminescence, 24 h; 360,000 tested, 0.72% active; AID 1745845; Potency, µM (top dose mostly 57 µM), for inactives: top-dose activity change, negative = inhibition, actives largely listed as inhibitors; further: potency means the concentration at half of the fitted maximal effect; on the % scale 0 is the no-effect control and ±100 the full control effect; nearly all actives have a fitted effect of over 55% in size
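ATXN2-luciferase reporter cells (luciferase flanked by upstream and downstream ATXN2 gene portions) were treated 24 h at 37 °C with compounds at up to 57 uM. SteadyGlo luminescence gave expression; GF-AFC fluorescence gave viability.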
A549 viability: A549 cytotoxicity, counter-screen for Nrf2 inhibitors; A549 ARE-Fluc cells, CellTiter-Fluor viability, 18-24 h; Potency, µM (top dose mostly 46 µM), for the others: top-dose activity change, negative = cytotoxicity, actives largely listed as inhibitors; 390,000 tested, 0.16% active; further: potency means the concentration at half of the fitted maximal effect; on the % scale 0 is the no-effect control and ±100 the full control effect
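A549 ARE_Fluc cells in 5% FBS OPTI-MEM were exposed to compounds in concentration-response for 18-24 h at 37 deg C. Viability was read by CellTiter-Fluor fluorescence (Ex 405/Em 525) after 30 min, before the luciferase read.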
Active calls of the source: *; i = inactive; u = inconclusive; x = not tested or not shown; [ ] = remark or other dose. Unless noted, the call rests on the fitted dose curve; in most records, active means well fitted curve in the direction sought with a large enough effect; inconclusive means small, poorly fitted or top-dose-only effect, or another doubt; inactive means no such curve, though single readings can be large; an effect the other way counts as inactive or inconclusive. Outcome played no part in choosing rows, and some 4.3% of all compounds hit somewhere here.

SMILES	Nrf2 block	TGFb SMAD3 inh	ATXN viability	Nrf2 ARE act	EPAC2 ag	HepG2 tox	IL-2 act	ATXN2 expr inh	A549 viability
CC(=O)N1CCc2cc(Br)cc(S(=O)(=O)NCCCN3CCC(C)CC3)c21	-7.2%	-10.8%	i	-0.7%	-7.2%	-11.0%	2.5	8.8%	0.6%
CCOC(=O)c1cc2sc(C)cc2n1CC(=O)NCc1ccc(F)cc1	u	4.2%	i	-0.6%	-3.1%	-49.4%	-3.0	-29.9%	-14.7%
CC1CCCC(C)N1C(=O)COC(=O)c1c[nH]c2ccccc12 (configuration not stated)	-16.7%	-7.6%	i	-0.1%	1.7%	-14.4%	2.2	x	-1.8%
Cc1ccc(-n2ncc3c(NCCC4=CCCCC4)ncnc32)cc1	x	9.0%	i	0.1%	x	-13.6%	x	40.7%[activator]	5.4%
O=C(COC(=O)/C=C/c1cccc(F)c1)Nc1cccc(S(=O)(=O)NC2=NCCCCC2)c1	5.4%	1.5%	i	0.0%	-13.3%	9.7%	1.0	9.8%	-1.8%
CC(=O)c1ccc(NC(=O)CCNC(=O)c2ccc(Cl)cc2)cc1	1.2%	-6.7%	i	-0.8%	4.3%	3.4%	-1.0	4.0%	-1.0%
CCOC(=O)C1CCCN(C/C=C/c2ccccc2[N+](=O)[O-])C1 (configuration not stated)	-1.3%	-8.9%	i	-0.6%	4.7%	0.4%	-0.5	-0.4%	1.7%
O=C(O)c1ccc(NC(=S)N2CCCCC2)cc1	u	3.0%	i	0.4%	-0.6%	7.4%	-0.9	5.6%[11.3 µM]	-0.1%
O=C(OCc1nc2ccsc2c(=O)[nH]1)c1ccccc1	-2.0%	5.0%	i	9.6%	3.4%	-0.1%	-3.1	-1.7%	1.9%
C(=N\Nc1nc2ccccc2[nH]1)/c1cccs1	u	-11.9%	i	7.5%	1.4%	-28.9%	2.5	51.9%[activator]	-1.1%
S=C1NNC2(CC3CC2C2CCCC32)NN1 (configuration not stated)	6.5%	-17.8%	u	1.6%	-6.4%	-10.0%	3.9	x	12.8%
O=C(OCC(O)C(O)C(O)C(SCc1ccccc1)SCc1ccccc1)c1ccccc1 (configuration not stated)	-3.9%	u	i	3.6%	3.3%	-46.5%	-0.1	-17.7%	-3.9%
c1ccc(CSc2ccc3nnc(-c4cccnc4)n3n2)cc1	-25.1%	10.2%	i	11.1%	7.3%	-24.6%	-1.4	7.1%	-8.9%
Cc1ccc(NC(=S)NC(=O)c2cncc(Br)c2)cc1Cl	-10.3%	0.0%	i	-0.5%	2.0%	-63.3%	1.1	-8.9%	-6.2%
Cn1cc(Br)c(-c2cccc(N3C(=O)CC(C)(C)CC3=O)c2)n1	-32.2%	10.0%	i	0.2%	5.3%	-2.1%	-3.8	-19.3%	1.0%
CN(C)CCNc1ncnc2oc(-c3ccccc3)c(-c3ccccc3)c12	-2.3%	5.5%	u	3.8%	10.7%	-32.8%	-1.0	u	7.5%
CN(C(=O)c1cccc(NC(=O)Cc2ccc(NC(=O)C3CCN(C(=O)C4CCC4)CC3)cc2)c1)C1CC1	2.8%	1.3%	i	-1.2%	5.3%	-15.6%	0.3	7.5%	1.7%
COc1ccccc1-c1nnc(SCCOc2ccccc2C)o1	-5.4%	-2.9%	i	0.0%	x	-25.1%	x	-4.6%	6.6%
COc1ccc(-c2noc(CCc3ccccc3)n2)cc1	u	17.7%	i	3.2%	7.8%	-23.0%	-0.3	25.4%	1.6%
CS(=O)(=O)N1N=C(c2ccco2)CC1c1ccc(Br)cc1 (configuration not stated)	21.0%	6.2%	i	0.3%	3.2%	3.8%	-0.2	34.4%	7.5%
CCOC(=O)C1=CCN(S(=O)(=O)c2ccccc2Cl)C1c1cccc(F)c1 (configuration not stated)	x	-1.5%	i	14.3%	10.5%	3.2%	0.0	-23.2%	x
COCCN1CCn2c(nc3cc(Nc4nnc(C)c5ccccc45)ccc32)C1	15.6%	-2.4%	i	0.2%	6.8%	-11.4%	1.1	x	u
O=S1(=O)Nc2c(ccc3cccnc23)-c2ccccc21	u	1.26µM*	u	7.08µM*	-6.6%	-48.1%	-3.5	3.55µM*	u
O=c1c2ccccc2nc(SCc2nc3ccccc3s2)n1CCCO	3.6%	u	i	12.3%	6.1%	-14.5%	-1.5	93.7%[activator]	8.2%
CC(SC1CCCC1)C(=O)NC(C)(C#N)C(C)C (configuration not stated)	-2.8%	-0.9%	i	-0.3%	0.1%	-12.9%	-1.9	1.4%	-2.1%

A different layout for part of the listing above:
COc1ccc(-c2noc(CCc3ccccc3)n2)cc1
  Nrf2 block: u | TGFb SMAD3 inh: 17.7% | ATXN viability: i | Nrf2 ARE act: 3.2% | EPAC2 ag: 7.8% | HepG2 tox: -23.0% | IL-2 act: -0.3 | ATXN2 expr inh: 25.4% | A549 viability: 1.6%

CS(=O)(=O)N1N=C(c2ccco2)CC1c1ccc(Br)cc1 (configuration not stated)
  Nrf2 block: 21.0% | TGFb SMAD3 inh: 6.2% | ATXN viability: i | Nrf2 ARE act: 0.3% | EPAC2 ag: 3.2% | HepG2 tox: 3.8% | IL-2 act: -0.2 | ATXN2 expr inh: 34.4% | A549 viability: 7.5%

Other structures.
SMILES	Nrf2 block	TGFb SMAD3 inh	ATXN viability	Nrf2 ARE act	EPAC2 ag	HepG2 tox	IL-2 act	ATXN2 expr inh	A549 viability
C=Cn1cc[n+](CC(=O)c2ccc(-c3ccccc3)cc2)c1	-2.2%	-7.8%	i	-0.1%[9.22 µM]	5.0%	-12.0%	-2.8	u	-4.4%
N#Cc1ccccc1Sc1ccccc1C(=O)OCC(=O)NC12CC3CC(CC(C3)C1)C2	8.5%	u	i	3.7%	9.2%	-21.6%	-3.9	-7.1%	10.6%
Cc1c(Cl)cccc1Nc1nc(N)nc(CN2CCCCCC2)n1	-11.9%	6.1%	i	-0.5%	5.7%	-25.5%	-1.3	1.5%	6.0%
COc1ncccc1C(=O)N1CCCC(C(=O)c2cc(F)ccc2F)C1 (configuration not stated)	12.8%	-2.0%	i	-1.3%	7.3%	-1.9%	4.5	-14.1%	-2.5%
O=C(O)c1cccc(-c2csc(C(O)(c3ccccc3)C(F)(F)F)n2)c1 (configuration not stated)	x	2.0%	i	4.3%	-0.2%	-4.0%	-0.3	22.8%	x
O=C(CSC(=S)N1CCCC1)Nc1ccc(Br)cc1Cl	-11.6%	-2.6%	i	4.2%	12.1%	-3.0%	0.3	-7.6%	19.2%
CCC1CCCCN1CCCNC(=O)c1ccc2c(c1)N(Cc1cccc(Cl)c1)C(=O)c1ccccc1S2(=O)=O (configuration not stated)	x	10µM*	x	-0.3%	x	-100.3%	x	x	-1.1%
CN(C)CCCN(C(=O)c1ccco1)c1nc2c(F)cc(F)cc2s1	-6.4%	-3.4%	i	3.8%	2.6%	-23.5%	0.7	-7.7%	0.6%
O=C(CCNS(=O)(=O)c1cccc2nsnc12)NCCc1ccccc1	-1.2%	0.8%	i	-0.3%	-8.0%	0.0%	-4.9	23.5%	-9.1%
N#CC(C#N)=C1C=C2C=C(N3CCOCC3)CCC2CC1 (configuration not stated)	-11.2%	u	x	-1.0%	56.2µM*	-1.6%	18.5	-5.2%	-3.7%
Cc1cc(C)cc(NC(=O)CCC(=O)Nc2nnc(C(C)C)s2)c1	-7.9%	u	i	-0.8%	5.2%	-17.6%	-2.2	u	-0.2%
CCN(CC)C(=O)C1=C(C)N(Cc2ccc(C(C)(C)C)cc2)C(=O)C(CC(=O)NC2CCCC2)C1 (configuration not stated)	x	-13.1%	i	0.0%	4.3%	-34.1%	-3.3	-6.1%	x
C[C@H](NC(=O)c1ccc(C(C)(C)C)cc1)C(=O)N1CCOCC1	10.2%	3.7%	i	-1.3%	5.4%	1.4%	-0.1	1.7%	6.1%
c1ccc(Nc2c3c(nc4ncnn24)CCC3)cc1	x	1.9%	i	2.0%	3.5%	1.9%	-0.4	4.0%	-4.2%
CCC(=O)Nc1ccc(C(=O)NNC(=O)CCCCC(=O)NNC(=O)c2ccc(NC(=O)CC)cc2)cc1	x	-12.6%	i	-1.4%	12.9%	-14.8%	-2.5	x	x
COc1ccc(C=O)cc1OS(=O)(=O)c1ccc(NC(C)=O)cc1	10.5%	14.8%	i	0.3%	7.3%	14.8%	3.5	-16.9%	10.1%
O=C(Cc1nnc(NC(=O)c2ccccc2)s1)N/N=C\c1ccc(O)c(O)c1	17.7%	23.1%	i	u	13.1%	11.4%	0.5	x	10.6%
Cc1c(C(=O)NCc2ccc(C(C)C)cc2)sc(=O)n1Cc1ccc(S(=O)(=O)N(C)C)cc1	x	0.6%	i	0.3%	2.2%	-10.7%	-0.6	-21.6%	x
COc1cccc(N=Cc2nc(-c3ccccc3)oc2OC(C)=O)c1	0.5%	-15.3%	i	11.6%	4.1%	-23.5%	-0.8	-1.0%	0.6%
CCOc1ccc(CCNC(=O)Cn2ccc3cc(S(=O)(=O)N4CCCCCC4)ccc32)cc1	-9.5%	0.0%	i	2.9%	x	-25.7%	x	-20.9%	-1.2%
Cc1cc2nnc(SCC(=O)Nc3cccc(S(=O)(=O)N4CCOCC4)c3)n2c2ccccc12	u	-12.1%	i	0.2%	6.2%	-39.0%	-2.4	-9.6%	-0.9%
Cc1c(OCC(=O)NCCCN2CCCC2=O)ccc2c3c(c(=O)oc12)CCC3	u	-3.2%	i	-0.5%	9.2%	2.2%	-1.0	-2.5%	10.8%
CCCN(CC(=O)Nc1ccc(F)c(F)c1F)Cc1cc(=O)n2ccsc2n1	u	-3.2%	u	0.4%	-4.6%	-3.1%	-2.5	-15.3%	-9.1%
CC1CC(C)CN(C(=O)CSc2n[nH]c(N)n2)C1 (configuration not stated)	5.9%	-15.2%	i	-0.3%	1.2%	-1.8%	-0.2	x	-2.3%

High-throughput results from PubChem BioAssay.
